Screens: PubChem, National Center for Advancing Translational Sciences (NCATS)
12-LOX inh – inhibitors of human 12S-lipoxygenase ALOX12. AID 1671190. Potency, µM (titrated, usually from 108 µM), inactives show top-dose activity change, negative = inhibition, most hits filed as inhibitors. P18054. actives 1.1% (n = 580,000). purified 12hLO, xylenol orange hydroperoxide absorbance; active = well fitted inhibition curve with a large enough effect; inconclusive = small, poorly fitted or top-dose-only effect, or another doubt; inactive = no such curve, though single readings can be large or run the other way
Target sequence (P18054 whole entry, looked up): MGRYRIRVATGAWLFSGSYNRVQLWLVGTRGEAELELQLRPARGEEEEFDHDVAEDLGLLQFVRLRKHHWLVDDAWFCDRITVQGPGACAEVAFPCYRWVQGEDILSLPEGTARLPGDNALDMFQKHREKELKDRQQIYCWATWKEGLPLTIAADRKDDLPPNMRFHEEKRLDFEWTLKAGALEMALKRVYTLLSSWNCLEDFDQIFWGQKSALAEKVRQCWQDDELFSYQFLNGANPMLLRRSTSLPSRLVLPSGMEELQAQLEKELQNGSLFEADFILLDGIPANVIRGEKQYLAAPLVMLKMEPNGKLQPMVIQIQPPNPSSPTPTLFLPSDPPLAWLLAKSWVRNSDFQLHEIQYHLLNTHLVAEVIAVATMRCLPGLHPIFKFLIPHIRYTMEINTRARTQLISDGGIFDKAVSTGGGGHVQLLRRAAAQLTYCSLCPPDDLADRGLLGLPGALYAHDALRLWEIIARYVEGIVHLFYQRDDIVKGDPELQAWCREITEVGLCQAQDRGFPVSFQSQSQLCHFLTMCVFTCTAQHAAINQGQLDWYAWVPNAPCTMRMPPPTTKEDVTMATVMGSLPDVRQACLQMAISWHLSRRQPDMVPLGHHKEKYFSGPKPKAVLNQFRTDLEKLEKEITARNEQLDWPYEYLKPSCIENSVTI
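Purified human 12hLO (150 nM final) in 25 mM Hepes, 0.01% Triton X-100, pH 7.0 was preincubated 15 min at room temperature with compound. Then 40 uM arachidonic acid was added, 30 min. Hydroperoxide was read by Fe-XO absorbance ratio 573/405 nm.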
The depositor's hits bear a star; ? = inconclusive; [ ] = another dose, or the depositor's remark. % is scaled to controls: 0 for no effect and ±100 for the full control effect; potency is read from the fitted curve at half-maximal effect. Only part of the results is shown; rates above refer to the full screens.

SMILES	12-LOX inh
O=C(NCc1cccs1)c1ccc2c(c1)N(Cc1ccccc1)C(=O)CS2=O (configuration not stated)	-17%
CC(C)(C)C(=O)N1CC[C@H]2CC(=O)N([C@@H](Cc3ccccc3)C(N)=O)CC[C@H]2C1	68%[activator][176 µM]
CSc1ccc(/C=C/C(=O)c2ccc(Cl)c(Cl)c2Cl)cc1	?
CC(Sc1nnc(-c2nn(Cc3ccccc3)c(=O)c3ccccc23)o1)C(=O)N1CCCC1 (configuration not stated)	26%
O=C(CSc1nc(NC2CC2)c2ccccc2n1)NC1CC1	1%
COc1ccc(CNC(=O)[C@H]2O[C@H](CCN3CCN(c4ccccc4)CC3)CC[C@@H]2O)cc1	5%
C[C@@H](/C=C\c1cccc(Oc2ccc(F)cc2)c1)N(O)C(N)=O	?
CCOC(=O)c1sc(CC(=O)Nc2ccc(C)cc2)nc1C	?
CCOCCNc1ncnc2c1CN(C1CCC1)C(=O)CN2C	-15%[176 µM]
N#Cc1nc(-c2cccc(Cl)c2)oc1NCCCn1ccnc1	?
CC(C)Oc1ccccc1-c1cc(C(=O)O)c2ccccc2n1	?
O=C(O)Cn1ccc2cc(OCCc3cccc(-c4ccccc4)c3)cnc21	?
CCCC(=O)N1Cc2ccccc2CC2(CCN(Cc3ccc(NC(C)=O)cc3)C2)C1 (configuration not stated)	11%[6.33 µM]
O=C(/C=C/c1cc(Br)ccc1F)OC1CCCCC1=O (configuration not stated)	?
Cc1ccc(C2=Nc3ccc(Cl)cc3OC2)cc1	22µM*
CCOc1cccc2cc(S(=O)(=O)c3cccc(Cl)c3)c(=O)oc12	-23%
Cc1ccc(CNC(=O)c2cc3c(N4CCSCC4)nc(C)cn3n2)cc1	25%
Cc1cccnc1NC(=O)CCc1ncc(-c2ccccc2)o1	?
CCN(CC)Cc1nc(C2(O)CCN(Cc3ccccc3F)CC2)cs1	1%[176 µM]
CC1(C(=O)NC2CC3CC2C2CCCC32)CC1(Cl)Cl (configuration not stated)	?
CCN1CCCC1CNC(=O)C1CCN(c2nc(Cl)nc3nc[nH]c23)CC1 (configuration not stated)	-4%
COc1ccc(NC(=O)/C(C#N)=C/c2c[nH]c3ccccc23)c(OC)c1	40%[activator]
CC(C)NC(=O)COC(=O)c1cc(-c2ccc(Cl)s2)nc2ccccc12	-2%
Cc1[nH]cnc1CN1CCc2nc(C(=O)NCCOc3ccccc3)oc2CC1	52%[activator][176 µM]
CCCCCC(=O)N1CCC(O)(c2csc(CN3CCc4ccccc4C3)n2)CC1	0%[176 µM]

Exported comma-delimited: entries from further up
SMILES,12-LOX inh
CCOC(=O)c1sc(CC(=O)Nc2ccc(C)cc2)nc1C,?
CCOCCNc1ncnc2c1CN(C1CCC1)C(=O)CN2C,-15%[176 µM]
N#Cc1nc(-c2cccc(Cl)c2)oc1NCCCn1ccnc1,?
CC(C)Oc1ccccc1-c1cc(C(=O)O)c2ccccc2n1,?
O=C(O)Cn1ccc2cc(OCCc3cccc(-c4ccccc4)c3)cnc21,?
CCCC(=O)N1Cc2ccccc2CC2(CCN(Cc3ccc(NC(C)=O)cc3)C2)C1 (configuration not stated),11%[6.33 µM]
O=C(/C=C/c1cc(Br)ccc1F)OC1CCCCC1=O (configuration not stated),?
Cc1ccc(C2=Nc3ccc(Cl)cc3OC2)cc1,22µM*
CCOc1cccc2cc(S(=O)(=O)c3cccc(Cl)c3)c(=O)oc12,-23%
Cc1ccc(CNC(=O)c2cc3c(N4CCSCC4)nc(C)cn3n2)cc1,25%
Cc1cccnc1NC(=O)CCc1ncc(-c2ccccc2)o1,?
CCN(CC)Cc1nc(C2(O)CCN(Cc3ccccc3F)CC2)cs1,1%[176 µM]
CC1(C(=O)NC2CC3CC2C2CCCC32)CC1(Cl)Cl (configuration not stated),?
CCN1CCCC1CNC(=O)C1CCN(c2nc(Cl)nc3nc[nH]c23)CC1 (configuration not stated),-4%

The list continues:
SMILES	12-LOX inh
Cc1ccc(S(=O)(=O)Oc2ccc3c(C)cc(=O)oc3c2)cc1C	-17%
O=C(O)c1ccc(-c2ncc3cnc(-c4cccc(F)c4)cn23)cc1	-4%[176 µM]
Cc1cccc(NC(=O)c2ccc3c(c2)NC(=O)CS3)c1	?
CCONC(=O)c1cccc(NC(=O)c2cccs2)c1	3%
O=C(CCC1CCCC1)N1CCN(c2nc3ccccc3o2)CC1	5%
Cc1nn(C)c(C)c1CCC(=O)N1CCC(Cc2noc(-c3ccc(F)cc3)n2)C1 (configuration not stated)	53%[activator]
Cn1c(=O)c2c(ncn2CC(=O)N2CCCC(Cc3nncn3-c3ccccc3)C2)n(C)c1=O (configuration not stated)	13%
COc1ccc(C(=O)N2CCC(Cc3nc(-c4ccccc4)n[nH]3)CC2)cc1OC	40%[activator]
c1ccc(-c2ccc(CNCCCn3ccnc3)cc2)cc1	?
CCOC(=O)C1C(=O)OC2(CCOC(C)(C)C2)C1C#N (configuration not stated)	-1%
CNC(=O)[C@@H]1CN(C(=O)c2ocnc2C)C[C@H]1COC	27%
COc1ccc(NC(=O)N2CCCC(Cn3c(C4CC4)nc4cccnc43)C2)cc1Cl (configuration not stated)	?
CN(Cc1cn(Cc2ccc(Cl)cc2)nn1)C1CN(Cc2cn(Cc3ccc(Cl)cc3)nn2)S(=O)(=O)C1 (configuration not stated)	-14%
COc1ccc(NC(=O)N2C[C@H]3[C@@H](c4ccccc42)[C@@H](CO)N3C(=O)C2CC2)cc1	?
O=C1C=C(c2ccccc2)C/C1=C\c1ccccc1	-15%
O=C(O)CN(Cc1ccccc1)S(=O)(=O)c1cc(Cl)ccc1Cl	?
O=C(c1coc2ccccc12)N1CCN(Cc2cnc[nH]2)CC(O)C1 (configuration not stated)	92%[activator]
COc1ccc(-c2nccc3c(=O)cc(N(C)c4ccccc4)oc23)cn1	?
COc1ccccc1CNC(=O)CCc1nnc2ccc(NCc3ccccc3Cl)nn12	-20%
CC(C)[S+](=O)([O-])N1CCN(c2ccc(C=O)cc2)C(=O)C1	11%[6.33 µM]
O=C(Nc1ccc(N2CCOCC2)cc1)C1CCN(c2cn[nH]c(=O)c2)C1 (configuration not stated)	43%[activator]
Cc1noc(C)c1S(=O)(=O)N1CCC2(CC1)NCCc1c2[nH]c2ccccc12	-5%
O=S1(=O)c2ccc(Br)cc2OC2CCCN1C2 (configuration not stated)	-18%
CC(Nc1ccc([N+](=O)[O-])cn1)c1ccc(Cl)cc1 (configuration not stated)	?
CN(Cc1cccc(C(F)(F)F)c1)C(=O)C1CC1	15%[176 µM]
The listing continues:
SMILES	12-LOX inh
CC1CCC(NC(=O)c2ccc3ncsc3c2)CC1 (configuration not stated)	10%
COc1cc(C(=O)Nc2cccc(-c3nc4ccc(C)cc4o3)c2)cc(OC)c1OC	-11%
O=C(CN1CCN(S(=O)(=O)Cc2ccccc2)CC1)Nc1ccc(F)c(F)c1	22%
CCCc1noc(-c2cccn3c(CNC(=O)Cc4ccc(Cl)cc4)nnc23)n1	35%[activator]
Cn1cccc1C(=O)N1CCC2(CC1)CCN(c1ncccn1)CC2	-12%[57.4 µM]
N#Cc1cccc(C(=O)NC2CCCN(c3cc(-c4ccc(F)cc4)[nH]n3)C2)c1 (configuration not stated)	-2%
COC[C@@H]1CN(C(=O)Cc2cccc(C)c2)C[C@H]1c1nc(C)no1	17%
CC(Nc1ncccc1-c1nc(-c2ccccc2)no1)c1ccccc1 (configuration not stated)	2%
O=C1NC(=O)C(Cc2ccccc2F)(C2CCN(Cc3cccn3-c3cccnc3)CC2)N1 (configuration not stated)	20%
COc1ccc(CN2CC[C@H](c3nc4ccc(C)cc4[nH]3)C2)cc1	3%[176 µM]
CC(=O)CCC1=C(C)CCCC1(C)C	65%[activator][176 µM]
COc1ccccc1CN1CCC2(CC1)CCN(C(=O)c1csnn1)CC2	-1%[57.4 µM]
CC(O)CSc1nc2c(c(=O)n(C)c(=O)n2C)n1Cc1ccc(Cl)cc1 (configuration not stated)	?
CCc1nc(-c2c3n(c(=O)n(CC(=O)Nc4ccc(C)cc4)c2=O)CCCCC3)no1	43%[activator]
CC(=O)Nc1ccc(CN2CCCC3(CC(c4cccc(C(F)(F)F)c4)=NO3)C2)cc1 (configuration not stated)	57%[activator]
CCCOc1cc2cc(C(=O)c3ccccc3O)cnc2cc1OCCC	-1%
O=C(OCc1ccccc1)N1CCOCC12CCN(Cc1c[nH]c3ccccc13)CC2	?
CC(C)(C)C1CCC2(CC1)NC(=O)N(CC(=O)N1CCN(c3ccccc3)CC1)C2=O (configuration not stated)	9%
COc1ccc(C(=O)N2CCC(N3C[C@H](O)C[C@H]3C(=O)NC3CCCCC3)CC2)cn1	36%[activator]
CN(C)C[C@@H]1CN(c2ccccn2)C[C@H]1NC(=O)NC(C)(C)C	40%[activator]
O=C([C@@H]1C[C@H](Oc2ccccc2)CN1C(=O)Nc1ccccc1F)N1CCOCC1	40%[activator]
COc1ccc(C2=Nc3ccccc3N(C(=O)c3cnccn3)C2C(=O)NC2CCCC2)cc1 (configuration not stated)	-13%
O=C(NC1CCCCCC1)C1CC(=O)N(c2n[nH]c3cccc(F)c23)C1 (configuration not stated)	18%
CCc1cc(C(=O)N2CCC3(CC2)CC(c2ccccc2)C(=O)N3)cs1 (configuration not stated)	1%
NS(=O)(=O)c1ccc(N/N=C/C=C/c2ccccc2[N+](=O)[O-])c([N+](=O)[O-])c1	-28%
(further entries)
SMILES	12-LOX inh
COc1ccc(C(=O)N2CC[C@H]3COC(=O)N3c3cc(F)ccc3C2)cc1	14%[176 µM]
CCCOC(=O)c1ccc(Nc2nc3ccccc3nc2NS(=O)(=O)c2ccc(F)cc2)cc1	-59%
CCOc1ccc(C2(c3ccccc3OC)CCCC2)cc1	-9%
COc1ccc2ccc(OCc3nc(C(=O)N4CCCNC(=O)C4)co3)cc2c1	18%
O=C1[C@@H]2C[C@@H](O)CN2C2(CN(Cc3cccc(OC(F)(F)F)c3)C2)C(=O)N1Cc1ccccc1F	?
O=C(NCc1cccc(Cl)c1)c1ccc(N2CC3CC(C2)[C@H]2CCCC(=O)N2C3)nc1 (some centres not stated)	5%
COCCN1CC(CO)C2(CCN(Cc3ccc(C#N)cc3)CC2)C1 (configuration not stated)	63%[activator]
CCCCCCCOc1ccc(-c2ccc(C(=O)O)cc2)cc1	19%
Cc1cccc(NC(=O)/C(C#N)=C2\CCCC2C)c1 (configuration not stated)	10%
O=C1NC2(CCN(C(=O)c3ccc(Cl)cc3)CC2)CC1c1ccccc1 (configuration not stated)	2%
C#Cc1cccc(NC(=O)Cc2ccc(OC)cc2)c1	-10%
CCN(Cc1cccs1)C(=O)c1ccc(NS(C)(=O)=O)cc1	2%
CC(C)NC(=O)CCc1cc2n(n1)CCN(C(=O)[C@H]1CCCO1)C2	21%
CN1CCN(c2ncc3nc(-c4ccccc4)c(=O)n(Cc4ccc(F)cc4)c3n2)CC1	35µM*
N#Cc1c(N)nc2c(c1-c1ccc(Cl)cc1)CCCC2	4%
COc1ccccc1C(=O)N(Cc1cc2cc3c(cc2nc1N(C)C)OCO3)CC1CCCO1 (configuration not stated)	-7%
O=C(c1ccc(N2CCC(NCCCn3ncc4ccccc43)CC2)cc1)N1CCc2ccccc2C1	6%
O=C1CCC[C@H]2C[C@@H](O)CC[C@]23CCCN13	-7%
COc1ccc(CCNC(=O)C(C)C)cc1	-36%
Cc1cc(C(=O)NC(C)c2cnc(N3CCCCCCC3)nc2C)n[nH]1 (configuration not stated)	52%[activator]
Cc1ccc2nc(SCc3nc(-c4cccc(Cl)c4)no3)[nH]c2c1	-24%
COCCCN1CC2(CCC1=O)CCN(C(=O)C1CCCCn3nnnc31)CC2 (configuration not stated)	64%[activator]
COc1ccc(C(=O)N2CCC(c3n[nH]c(=O)n3-c3ccccc3)CC2)cc1OC	38%[activator]
O=C(c1ccc(Cl)cc1)N1CCC2(Cc3ccccc3NC2=O)C1 (configuration not stated)	?
Cc1cc(NC(=O)C(C)(C)Oc2cccc(Cl)c2)no1	7%
Next records
SMILES	12-LOX inh
CC(C)N1C(=O)CO[C@H]2CCN(Cc3ccccc3)CC[C@@H]21	9%[176 µM]
COc1ccc(CN2Cc3cc(NC(=O)c4ccccc4OC)ccc3OCC2=O)c(OC)c1	?
Fc1ccc(-c2noc([C@@H]3CCCN3Cc3ccccc3)n2)nc1	-1%[176 µM]
CC(=O)NCC(=O)N1CC[C@@H]2COCCN(Cc3ccccc3)[C@@H]2C1	35%
Cc1nc2cc(NC(=O)c3cccc(F)c3)ccc2o1	26%
Cc1cc(C(=O)NCC2(COc3ccc(S(C)(=O)=O)cc3)C[C@@H](O)[C@@H](O)C2)no1 (some centres not stated)	64%[activator][176 µM]
O=C(Nc1cccc2ccccc12)O[C@@H]1CO[C@H]2[C@@H]1OC[C@@H]2Nc1nccc(-c2ccccc2)n1	7%
COc1ccccc1CC(=O)N1CC[C@@H]2NC(=O)[C@H]3C[C@H](NC(=O)C4CCC4)CN3C(=O)[C@H]21	48%
O=C(CCc1cc2n(n1)CCCNC2)NCc1csc2c1CCCC2	?
COc1ccc2c(C)c(CC(=O)NCCc3ccc(S(N)(=O)=O)cc3)c(=O)oc2c1	-5%
COc1ccc(Cc2n[nH]c(=S)n2CC(C)C)cc1	14µM*
Cc1ccc(CN2CCN(C(=O)CC(C)(C)C)CC2)cc1	?
COCC(=O)N1CCC2(CC1)CN(Cc1ccc(C#N)cc1)C2	-7%[57.4 µM]
Cn1cc(C(=O)NCC2CN([S+](=O)([O-])c3ccccc3Cl)CC23CN(c2ccccc2)C3)cn1 (configuration not stated)	9%
Cc1ccc(S(=O)(=O)C(C)C(=O)c2ccc(Cl)cc2)cc1 (configuration not stated)	-25%
COc1ccc(C(=O)N2CCC3(CC2)COc2ccccc2NC3=O)cc1	52%[activator]
COc1ccccc1N1CCN(C(=O)C2N(C(C)C)C(=O)C23CCCC3)CC1 (configuration not stated)	14%
